N-glyco inh: increase of ERlucT glycosylation luciferase signal, primary screen, N-linked glycosylation inhibitor project, D54 ERlucT cells, luminescence, set 2. D54 ERlucT glycosylation luciferase reporter, 24 h; percent of 100 nM tunicamycin response. reporter increase, % at 12.5 µM. hit rate 0.23% among 360,000;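 active means mean luciferase reporter signal, scaled so untreated is 0 and the glycosylation-blocking control 100, at or above a set limit in every replicate; inconclusive means mean reaches the limit but not every replicate does; inactive means mean below the limit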;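 further: luciferase carries N-glycosylation sites so blocking glycosylation raises the light; 0% = median of neutral control wells and 100% = median of 100 nM tunicamycin wells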
CaV13 ICDI inh: Disruptors of the CACNA1D IQ motif to Ca2+-dependent inactivation inhibitor domain association, primary screening, Förster resonance energy transfer in intact living …; HEK cells, CFP/YFP FRET ICDI-IQ, plate reader, 10 min; percent FRET-ratio fall versus neutral wells; inhibition, % at 12.3 µM; hit rate 0.098% among 340,000; AID 743397;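 active means mean replicate inhibition of at least 30% and at least 1% of replicates passing that level; inconclusive means only one of the two criteria is met; inactive means neither criterion is met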;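 further: 0% = median of the neutral control wells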
ABCB6 inh 2: ABCB6 transporter inhibitors, primary screen, K562-ABCB6 cells, flow cytometry, MLPCN library; ATP-binding cassette sub-family B member 6 (Homo sapiens), Q9NP58; fluorescence ratio to DMSO, % at 10 µM; hit rate 0.19% among 360,000; K562-ABCB6 porphyrin accumulation, 1 h; hits give low values;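 active means fluorescence ratio to DMSO below 75%, the collection mean minus 3 SD; inconclusive means too few cells collected in the well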;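 further: signal is porphyrin accumulated inside mitochondria; 100% equals median channel fluorescence of DMSO control wells; lower ratio means ABCB6 inhibition with less porphyrin fluorescence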
Target sequence (Q9NP58 whole entry, looked up): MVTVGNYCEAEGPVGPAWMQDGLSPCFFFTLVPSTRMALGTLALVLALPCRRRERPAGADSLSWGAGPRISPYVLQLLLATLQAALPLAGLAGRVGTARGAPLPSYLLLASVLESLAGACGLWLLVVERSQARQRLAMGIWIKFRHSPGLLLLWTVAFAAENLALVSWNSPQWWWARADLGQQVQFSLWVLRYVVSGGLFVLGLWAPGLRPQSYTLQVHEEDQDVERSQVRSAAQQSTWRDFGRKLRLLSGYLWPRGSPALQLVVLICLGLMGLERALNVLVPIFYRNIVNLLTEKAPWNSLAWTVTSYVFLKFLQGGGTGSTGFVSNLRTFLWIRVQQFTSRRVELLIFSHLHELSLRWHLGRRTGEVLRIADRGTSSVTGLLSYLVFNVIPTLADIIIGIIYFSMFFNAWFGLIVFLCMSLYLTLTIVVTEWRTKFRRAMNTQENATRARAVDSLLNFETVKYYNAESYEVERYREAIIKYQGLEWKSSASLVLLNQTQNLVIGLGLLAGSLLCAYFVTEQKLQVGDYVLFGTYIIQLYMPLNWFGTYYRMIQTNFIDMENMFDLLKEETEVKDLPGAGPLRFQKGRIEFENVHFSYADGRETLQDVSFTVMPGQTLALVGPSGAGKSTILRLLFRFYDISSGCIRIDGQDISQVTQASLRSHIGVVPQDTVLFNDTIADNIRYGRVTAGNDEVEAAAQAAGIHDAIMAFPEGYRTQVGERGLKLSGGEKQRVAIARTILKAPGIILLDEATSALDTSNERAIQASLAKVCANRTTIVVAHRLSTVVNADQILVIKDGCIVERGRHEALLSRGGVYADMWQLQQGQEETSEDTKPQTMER
HTR2A ag: mouse Htr2a agonists via beta-arrestin recruitment, primary screen, cell-based, luminescence. CHO-K1 mHTR2A beta-arrestin complementation; percent of 30 µM serotonin response. activation, % at 7.6 µM. hit rate 0.66% among 360,000. AID 624169, 2012;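 active means activation above a run cutoff, the mean activation of all tested compounds plus 3 SD, cut at about 14% in these data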;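 further: 0% = plate median of compound wells and 100% = 30 µM serotonin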
aDG glyco up: activators of alpha-DG glycosylation, primary screen, uHTS, Pro5-aDG cells, AlphaScreen | alpha-DG glycosylation AlphaScreen (IIH6); 0% Pro5, 100% B10-LARGE cell signal | activation, % at 10 µM | hit rate 0.22% among 360,000 | AID 624168, 2012;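 active means activation of at least 8% versus controls, or a plate z-score of at least 8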;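 further: Pro5 are CHO cells carrying HIG-tagged alpha-DG that lacks glycosylation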
MC4R ag barr: MC4R agonists recruiting beta-arrestin, primary screen, cell-based, luminescence, agonist arm of biased-ligand search. activation, % at 8.9 µM. Melanocortin receptor 4 (Homo sapiens), P32245. hit rate 0.98% among 360,000. U2OS MC4R beta-arrestin complementation; percent of melanotan II response, DMSO zero. AID 540308, 2011;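 active means activation above a per-plate cutoff, the mean activation of sample wells on that plate plus 3 SD, cut at about 8% in these data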
MC4R antag cAMP: MC4R antagonists of cAMP signaling, primary screen, cell-based, TR-FRET, antagonist arm of biased-ligand search. AID 540295, 2011. inhibition, % at 6.5 µM. Melanocortin receptor 4 (Homo sapiens), P32245. hit rate 0.48% among 360,000. MC4R-expressing cells, MTII-stimulated cAMP, LANCE TR-FRET;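 active means inhibition above its plate's cutoff, the mean of tested wells on that plate plus 3 SD, cut at about 29% in these data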;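 further: 0% = Melanotan II alone and 100% = Melanotan II plus saturating MCL0020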
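Assay system: human MC4R-expressing U2OS cells; reagent: Melanotan II stimulation of cells; dosing: 6.5 µM single dose; timing: compound 30 min, challenge 1 h, detection 1 h; signal: TR-FRET cAMP assay; replicates: one well per compound, no replicates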
PDI inh: inhibitors of human PDI, primary screen, biochemical, turbidity, single point, plate reader | hit rate 0.052% among 350,000 | PDI insulin aggregation turbidity, A650, 90 min | inhibition, % at 10 µM | AID 588391, 2011 | Protein disulfide-isomerase (Homo sapiens), P07237;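 active means mean inhibition across replicates of 30% or more, whatever share of single replicates reach that level; inconclusive means mean inhibition below 30% while every single replicate reaches 30%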;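 further: absorbance from insulin aggregation driven by PDI reduction with DTT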
Vif imaging: HIV Vif self-association inhibitors, primary screen, imaging, HEK293T, single point; HEK293T cells, Vif self-association by quenched fluorescence, 24 h; inhibition, % at 7.49 µM; hit rate 0.35% among 340,000; AID 602346, 2012; in the data active means inhibition above about 50%, passing the limit was not always enough; inconclusive means no clear call, values can overlap the other calls; inactive means below about 31%; further: some results filed as inactive read as strong as hits
Cardio protect: cardioprotection against H2O2-induced cell death, primary screen, uHTS, H9c2 cells, ATPLite luminescence; H9c2 cardiomyocytes, H2O2 injury protection, 2 h; protection from H2O2 cell death, % at 20 µM; hit rate 0.63% among 360,000; AID 588492, 2011;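 active means compounds giving at least 50% protection of heart cells from peroxide-induced death in the single-dose screen, raw or plate-pattern-corrected value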;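 further: 0% = DMSO wells with peroxide and 100% = DMSO wells without peroxide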
An asterisk follows results filed as active; ? = inconclusive; / = no result given.

SMILES	N-glyco inh	CaV13 ICDI inh	ABCB6 inh 2	HTR2A ag	aDG glyco up	MC4R ag barr	MC4R antag cAMP	PDI inh	Vif imaging	Cardio protect
CC1(C)OC(=O)N2CCc3ccccc3C21C (configuration not stated)	0	-4	101	0	0.0	-2.7	-9	4	1	1
Cc1ccc(S(=O)(=O)Nc2cnn(-c3ccccc3)c(=O)c2Cl)cc1	-2	-2	96	-2	0.1	-2.3	11	-1	-3	5
CSc1ccc(CN2CCC(C)(Oc3ccc(-n4ccnc4)cc3)C2)cc1 (configuration not stated)	-5	-5	95	-5	-0.6	-1.6	2	6	-8	-4
COc1ccc(CCNC(=O)c2sc3cc(C)ccc3c2Cl)cc1	1	/	99	0	0.0	9.4*	2	1	7	-7
COc1ccc(CCN2CC(C(=O)OCc3ccccc3Cl)CC2=O)cc1OC (configuration not stated)	3	-4	97	1	0.0	-1.3	4	2	2	-6
O=C(CSc1nc(O)c(-c2ccccc2)c(=O)[nH]1)N1CCOCC1	2	-3	109	5	0.3	-0.4	8	-14	-11	3
CS(=O)(=O)N(CC(=O)NCc1ccncc1)c1cc(Cl)cc(Cl)c1	1	-5	96	6	-0.2	0.1	3	1	1	0
CCOC(=O)c1c(C)n(CCNC(C)=O)c2ccc(O)cc12	2	-11	105	0	-0.2	-0.4	3	20	1	-4
CC(=O)c1c(C)[nH]c(C(=O)CN2CCN(S(=O)(=O)c3ccccc3[N+](=O)[O-])CC2)c1C	-1	-3	99	4	0.7	-0.1	15	7	-5	-15
O=C1NC(=S)N/C1=C/c1cc([N+](=O)[O-])ccc1N1CCOCC1	3	-5	98	-2	-0.4	-2.0	-11	13	5	7
COc1cc(CCC(=O)NNC(=O)c2ccc(Cl)cc2)cc(OC)c1OC	3	-20	102	-1	0.1	-0.3	0	-2	/	-4
Cc1cccc(/N=C/c2c(O)ccc3oc4c(c23)CCCC4)n1	-1	/	106	2	0.0	-1.0	-9	9	-18	75*
O=C(NNc1cccc(Cl)n1)Nc1cccc(C(F)(F)F)c1	-2	7	100	-6	-0.5	4.0	-2	-7	-2	-4
CC(C)Cn1c(SCC(=O)N(C)c2c(N)n(Cc3ccccc3)c(=O)[nH]c2=O)nc2ccccc21	1	-6	86	0	-0.2	-0.7	-4	10	5	4
Cc1ccccc1NC(=O)Cc1nc(COC(=O)C(NC(=O)c2ccccc2C)C(C)C)cs1 (configuration not stated)	0	-2	96	10	-0.1	0.8	12	-2	-4	4
Cc1nn(-c2ccccc2)c(C)c1P(=O)(c1ccccc1)N(C)C (configuration not stated)	0	-9	99	4	-0.1	-0.6	-1	1	19	-2
COc1ccc(OC)c(CCNC(=O)Cc2ccc(NC3=NC4CS(=O)(=O)CC4S3)cc2)c1 (configuration not stated)	3	-5	97	0	0.0	1.3	13	/	-4	2
O=C(NC(=S)Nc1ccc(N2CCCCC2)cc1)c1ccc2c(c1)OCCO2	-5	-4	93	-4	-0.1	-1.8	2	-3	-3	-11
O=C(CCN1C(=O)/C(=C/c2ccccc2F)SC1=S)Nc1ccccn1	-1	-7	93	1	0.2	-2.7	7	6	-1	-11
CCn1cc(C(=O)NCC2CCCO2)c2cc(OC)c(OC)cc2c1=O (configuration not stated)	2	-4	89	5	-0.1	-0.6	-5	5	7	4
CC1CN(CCC(=O)Nc2ccc3c(c2)OCO3)CC(C)O1 (configuration not stated)	1	/	101	-5	0.0	0.1	0	1	1	5
Cc1nc([N+](=O)[O-])c(C(=O)OCc2cccc(Br)c2)n1C	0	-4	97	-2	-0.4	-2.4	-4	4	-4	6
CC(C)C(=O)Nc1cccc(NC(=O)CCN2C(=O)c3ccccc3S2(=O)=O)c1	-2	-11	80	-1	0.3	-0.1	-3	-6	-4	7
COC(=O)c1ccc(C(=O)OC)c(NC(=O)CSCc2ccc(Br)cc2)c1	-3	-7	102	-3	0.1	0.8	-7	3	-2	-2
Cc1ccc2nc(CCc3ccc(N)cc3)[nH]c2c1	-1	4	97	-3	-0.1	-1.8	1	12	2	-8

Carrying on.
SMILES	N-glyco inh	CaV13 ICDI inh	ABCB6 inh 2	HTR2A ag	aDG glyco up	MC4R ag barr	MC4R antag cAMP	PDI inh	Vif imaging	Cardio protect
CCC(C)c1ccccc1NC(=O)C(C)NCCN(C)C (configuration not stated)	0	1	102	6	0.1	1.6	-1	1	9	0
CCOC(=O)c1ccc(NC(=O)CSCc2ccco2)cc1	1	-4	99	0	1.0	-2.4	-3	-8	/	-1
CCN(C(=O)CSc1nnnn1-c1ccc(OC)cc1)C1CCS(=O)(=O)C1 (configuration not stated)	3	-6	97	-2	0.1	-0.8	3	-8	-1	-1
N#Cc1cc([N+](=O)[O-])ccc1NC(=O)CSc1n[nH]c(=O)[nH]c1=O	-1	-6	101	2	0.2	1.4	8	14	-21	5
COc1cc(NC(=S)NCc2cccs2)cc(OC)c1	-2	-4	93	-3	0.0	-2.1	9	5	17	5
COc1ccccc1-n1c(SCC(=O)Nc2ccc(C)cc2)nc(O)cc1=O	1	-6	88	-1	-0.2	-2.4	23	-7	/	12
CC(=O)Nc1ccc(N2C(=O)c3ccc(S(=O)(=O)c4ccc(C(=O)O)cc4)cc3C2=O)cc1	0	-3	92	-5	-0.1	0.7	-1	1	5	1
CC1(C)CC(=O)C=C(NCC(O)c2ccccc2)C1 (configuration not stated)	0	-2	98	-1	-0.2	0.0	8	-7	-3	-2
COc1ccc(-c2cc(C)nc3nc(N)nn23)cc1	9	-4	87	-2	1.8	-1.7	6	9	4	4
CCNC(=O)CSc1nc2ccccc2c(=O)n1CCCOC(C)C	3	-5	101	-3	0.0	-2.0	-3	-5	-7	2
COc1ccc(-c2c(C)oc3c(CN4CCOCC4)c(O)ccc3c2=O)cc1	-1	-5	95	-1	0.1	-2.5	2	9	2	3
Cc1ccc(O)c(C2=NCCNC(C(F)(F)C(F)F)=C2)c1	-1	-4	98	-3	-0.2	-0.8	2	-2	-6	-4
Cc1ccc(-c2nnc(SCC(=O)N/N=C/c3ccccc3C(=O)O)n2-c2ccc(C)cc2)cc1	-1	-16	95	-1	0.0	-2.5	10	-6	-15	0
COc1ccc(OC)c(C=NNC(=O)NN=Cc2cc(OC)ccc2OC)c1	2	-16	93	0	-0.2	1.3	8	2	-2	45
CC(=O)Nc1ccc(S(=O)(=O)NCCC(=O)N2CCN(c3ccccc3Cl)CC2)cc1	-1	-6	99	0	0.1	-1.5	0	4	3	-4
CCOC(=O)C(C#N)C(Cc1ccccc1)c1ccco1 (configuration not stated)	-1	-2	89	-1	0.0	-0.5	4	-9	7	-12
Cc1ccc(F)c(S(=O)(=O)NC(=O)C2(C)CCN2C(=O)CC(c2ccccc2)c2ccccc2)c1 (configuration not stated)	0	-11	99	3	-0.2	0.7	4	2	-7	-2
COCCNC(=O)c1cc2cc(Br)cc(Br)c2oc1=O	0	-8	95	-1	-0.2	0.5	11	4	7	-2
CCCn1c(N)c(C(=O)CSc2nnc3ccccn23)c(=O)n(C)c1=O	0	-5	104	2	-0.2	-1.3	3	0	5	-2
C=CCO/N=C(\C)c1c(O)c(C)c(-c2ccccc2)n(-c2ccccc2)c1=O	2	-6	97	-1	0.0	-1.3	4	-3	4	-13
CC(C)Cn1c(=O)c(C(=O)NCc2ccccn2)c(O)c2ccccc21	3	-2	99	9	0.1	0.7	1	-4	-8	56*
CCc1ccc(N2C(=O)C3C(C2=O)N2CCCN2C3c2ccccc2)cc1 (configuration not stated)	2	-19	102	-7	-0.1	-3.0	4	2	8	-3
CCN(CC)C(=O)CC(c1cc(OC)c(OC)c(OC)c1)c1c(O)cc(OC)cc1OC (configuration not stated)	2	-5	95	1	-0.1	-0.7	0	-2	2	7
COc1ccccc1C(=O)NC(=O)CSc1nnc(N)s1	2	-6	100	-2	0.0	-1.1	-3	9	?	11
Cc1cc(=O)[nH]c(SCC(=O)NC(c2ccccc2)c2ccccc2)n1	-1	-6	97	-1	0.3	-0.9	-4	-7	5	-3

Structures listed above that bear a hit mark in MC4R ag barr:
mol,N-glyco inh,CaV13 ICDI inh,ABCB6 inh 2,HTR2A ag,aDG glyco up,MC4R ag barr,MC4R antag cAMP,PDI inh,Vif imaging
COc1ccc(CCNC(=O)c2sc3cc(C)ccc3c2Cl)cc1,1,/,99,0,0.0,9.4*,2,1,7

Further entries follow:
SMILES	N-glyco inh	CaV13 ICDI inh	ABCB6 inh 2	HTR2A ag	aDG glyco up	MC4R ag barr	MC4R antag cAMP	PDI inh	Vif imaging	Cardio protect
COc1ccc(N(CC(=O)NCc2ccco2)C(=O)CCC(=O)Nc2ccccn2)cc1	1	-8	98	-3	0.0	-0.8	17	-1	-6	2
C=CCNC(=O)CSc1nc2sc3c(c2c(=O)n1CCC)CCC3	3	-3	102	-8	0.1	-3.2	3	-1	0	3
O=C(c1ccccc1)c1ccc(OCC(O)CNCc2cccc(Cl)c2)cc1 (configuration not stated)	-2	-13	95	-3	0.2	6.0	6	-6	-3	-3
Cc1cccc(C(=O)NC(=S)Nc2ccccc2C(=O)O)c1	3	-2	99	4	0.2	-1.5	7	4	6	0
Cn1cccc1/C=N/NC(=O)c1ccn[nH]1	2	-2	84	0	0.0	-0.5	-10	0	2	7
CC(C)(C)c1ccc(OCC(=O)N/N=C/c2ccsc2)cc1	-1	-4	98	5	-0.3	4.0	1	-3	-3	-11
COC(=O)Cn1cc(/C=C(/C#N)C(=O)N2CCOCC2)c2ccccc21	2	-1	99	1	-0.4	3.3	18	-5	4	-4
CN(CC(=O)c1c(N)n(C)c(=O)n(C)c1=O)c1ccccc1	-1	-2	97	3	0.1	-0.6	5	0	-2	0
CCCc1[nH]nc2c1C(c1cccc(OC(=O)c3ccco3)c1)C(C#N)=C(N)O2 (configuration not stated)	-3	/	97	-2	0.2	-1.1	6	-3	8	5
COc1ccc(NC(=O)c2cc3c(=O)n4ccccc4nc3n2C)cc1OC	-1	2	92	-2	0.0	-0.9	-11	-5	-4	9
CC1(C(=O)NS(=O)(=O)c2ccc(C#N)cc2)CCN1C(=O)CCc1ccc(Cl)cc1Cl (configuration not stated)	1	-11	73*	1	-0.2	-0.3	7	-4	5	1
O=c1c2ccccc2nnn1Cc1ccc(F)cc1	2	-17	100	1	0.2	-0.1	12	3	3	12
N#Cc1nc(-c2ccccc2F)oc1N1CCCC1	1	-5	111	0	0.0	0.8	-7	-8	-11	0
